Assay outcomes: PubChem BioAssay, several laboratories
IEC-6 cytotox – cytotoxicity in IEC-6 intestinal epithelial cells, primary screen, cytotoxicity control for KLF5 inhibitor project, cell-based, luminescence; inhibition, % at 5 µM; IEC-6 cytotoxicity, luminescence viability; 290,000 tested, 0.78% active; in the data active means inhibition above about 22%;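 further: 0% = plate median of test compound wells and 100% = cytotoxic reference compound wells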
Platelet DG rel – inhibitors of platelet dense granule secretion, primary screen, cell-based, MLPCN, human platelets; human platelet-rich plasma, SFLLRN dense granule ATP release, luminescence; inhibition, %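 (compounds screened at 7.5 µM in platelet-rich plasma)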; 300,000 tested, 0.22% active; AID 1663, 2009;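 active means mean replicate score, as percent of positive control, at or above 50; inconclusive means mean below 50 but at least one replicate at or above 50; inactive means mean and every replicate below 50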
HSF1 inhib – HSF1 inhibitors in luciferase reporter cells, primary screen, cell-based, NIH3T3, luminescence; NIH3T3-HGL HSE-luciferase, MG132-induced, luminescence 8 h; active compounds read low; activity change, negative = inhibition, % at 7.5 µM (by protocol); 300,000 tested, 0.77% active; AID 2098, 2009;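 active means more than half of replicate wells show activity change below -50%, luminescence cut by over half; inconclusive means some wells, but at most half, below -50%; inactive means no replicate well below -50%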;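 further: luciferase reports HSF-1 transcriptional activity via heat shock element; 0% = median of DMSO wells and -100% = zero luminescence signal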
HSF1 activator – HSF-1 activators, primary screen, NIH3T3-HGL cells, MG132 stress, luminescence, single point; NIH3T3-HGL HSF-1 luciferase reporter, 8 h; 100% = twice DMSO control signal; activation, % at 9 µM; 300,000 tested, 1.7% active; AID 504408, 2011;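 active means mean replicate activation of at least 50% with a set share of replicates each reaching 50%; inconclusive means only one of those two conditions met; inactive means mean below 50% and too few replicates reaching it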;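 further: 0% = median of the neutral control wells and 100% = twice that signal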
HIF act – HIF pathway transcriptional activators, primary screen, cell-based, U2OS HRE-luciferase, luminescence; 300,000 tested, 0.32% active; U2OS HRE-luciferase reporter; normalized: DMSO 0%, desferrioxamine 100%; AID 1910, 2009; activation, % at 7.5 µM (by protocol);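 active means mean activation of at least 10% of the iron chelator positive control signal, with at least half of replicates also reaching 10%; inconclusive means mean and replicate majority disagree about reaching 10%; inactive means mean and most replicates under 10%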
HDAC3 inh – HDAC3 deacetylase inhibitors, primary screen, biochemical, fluorescence, cell-free homogeneous; inhibition, % at 8.3 µM; AID 2718, 2010; recombinant HDAC3, fluorogenic peptide/trypsin coupled; 320,000 tested, 0.15% active; in the data active means inhibition above about 26%, passing the limit was not always enough; inconclusive means no clear call, values can overlap the other calls
Target sequence (O15379 whole entry, looked up): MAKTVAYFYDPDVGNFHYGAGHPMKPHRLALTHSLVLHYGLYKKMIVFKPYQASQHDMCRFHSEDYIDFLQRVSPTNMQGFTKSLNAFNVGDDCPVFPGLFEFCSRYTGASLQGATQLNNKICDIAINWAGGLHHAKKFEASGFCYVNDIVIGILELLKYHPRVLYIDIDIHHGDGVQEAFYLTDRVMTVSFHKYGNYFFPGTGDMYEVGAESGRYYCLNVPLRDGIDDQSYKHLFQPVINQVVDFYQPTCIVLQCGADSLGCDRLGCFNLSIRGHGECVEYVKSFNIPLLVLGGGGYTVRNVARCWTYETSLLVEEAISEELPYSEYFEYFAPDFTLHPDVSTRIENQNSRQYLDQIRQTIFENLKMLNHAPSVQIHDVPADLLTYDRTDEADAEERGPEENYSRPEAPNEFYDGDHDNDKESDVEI
KLF5 inhibitor – KLF5 expression inhibitors, primary screen, DLD-1 cells, luminescence; DLD-1 KLF5 promoter-luciferase reporter; inhibition, % at 5 µM; 290,000 tested, 0.23% active;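 active means inhibition above a per-plate limit of that plate's mean compound inhibition plus 3 SD, cut at about 60% in these data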;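 further: 0% = DMSO wells and 100% = LY294002 at 200 µM; higher means less KLF5 promoter-driven luciferase light; inactives centre near -14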
HSP90 inh – HSP90 inhibitors, primary screen, cell lysate, luminescence; Heat shock protein HSP 90 (rabbit reticulocyte lysate; luciferase refolding); Rabbit reticulocyte lysate, luciferase refolding luminescence, 3 h; inhibition, % at 5.6 µM; 290,000 tested, 0.91% active; AID 1789, 2009;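 active means inhibition above the screen-wide mean plus 3 SD, computed separately per campaign, cut at about 16% in these data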;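 further: 0% = DMSO wells and 100% = 60 µM geldanamycin wells; inhibitors lower the luminescence because luciferase stays unfolded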
aSyn UTR inh – MLPCN primary screen, SNCA 5' untranslated region; inhibition, % (tested at 7.5 µM); AID 1813, 2009; alpha-synuclein 5'UTR reporter, inhibitor activity; 300,000 tested, 0.82% active; in the data active means inhibition above about 60%; inconclusive means no clear call, values can overlap the other calls;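 further: H4 neuroglioblastoma cells stably carrying SNCA 5'UTR luciferase fusion; 0% = DMSO wells and 100% = positive control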
AI-2 QS modul – Vibrio harveyi AI-2 quorum sensing modulators, primary screen, JMH597 strain, luminescence/OD600 ratio | Vibrio harveyi JMH597 AI-2 luminescence/OD600 ratio, 9 h; active compounds read low; strain lacks LuxN and CqsS sensors; 0 = neutral-control median | AID 2094, 2009 | 300,000 tested, 0.4% active | activity change, % at 7.5 µM; in the data active means activity change below about -75%, passing the limit was not always enough; inconclusive means no clear call, values can overlap the other calls;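 further: luminescence divided by OD600 gain over 9 h not by final OD600 alone; inactives centre near 13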
* = called active by the depositor; ? = inconclusive; / = no result given.

SMILES	IEC-6 cytotox	Platelet DG rel	HSF1 inhib	HSF1 activator	HIF act	HDAC3 inh	KLF5 inhibitor	HSP90 inh	aSyn UTR inh	AI-2 QS modul
O=C1N(CCCCN2C(=O)C3(OCCO3)c3ccccc32)c2ccccc2C12OCCO2	-3	3	2	-1	-0.2	2	-10	3	4	27
Cc1ccc(C)c(S(=O)(=O)NCc2ccc(C(=O)NCc3ccccn3)cc2)c1	-1	-8	2	5	1.0	-5	-45	2	-23	8
Cc1ccccc1C(=O)N1CCC(C(=O)Nc2nccs2)CC1	0	-8	-4	-18	-0.4	0	-36	3	13	3
Cc1ccc2oc(-c3cccc(NC(=O)c4ccc(Br)o4)c3)nc2c1	1	2	7	46	1.8	-2	-4	-5	-94	24
Nc1nc2c(s1)C(=O)CC(c1ccccc1)C2 (stereo not drawn)	3	2	-8	23	0.1	2	-29	-7	6	30
CCC1CCCCN1C(=O)C(=O)c1cn(CC(=O)N(CC)CC)c2ccccc12 (stereo not drawn)	0	-8	10	16	0.4	5	-32	1	2	9
O=C(/C=C/c1ccccc1)NC(NC(=S)Nc1ccc(Cl)cc1)C(Cl)(Cl)Cl (stereo not drawn)	-2	-1	3	7	-0.2	-3	-13	0	-18	16
CN(C(=O)CSc1nc(N)nn1-c1ccccc1)c1ccccc1	-2	-8	0	-3	0.0	-6	-30	-2	9	14
CC(=O)N1CCc2cc(S(=O)(=O)CCC(=O)NCc3ccc4c(c3)OCO4)ccc21	4	1	1	-5	1.1	1	-3	-1	11	27
Cc1cc(NC(=O)CCC(=O)N(CC(=O)NC2CCCC2)c2ccc(C(C)C)cc2)no1	-4	3	-10	-9	0.9	1	-19	-4	4	-1
Cc1nnc(NC(=O)CSc2nc3ccccc3[nH]2)s1	-2	-3	-7	-6	-0.1	-5	-28	-3	11	39
CCn1c(CNC(=O)c2ccco2)nnc1SCCOc1ccccc1	-5	10	-13	5	-1.0	10	-10	1	16	/
Cn1cc([N+](=O)[O-])c(C(=O)Nc2nccs2)n1	5	-6	49	77*	-0.3	13	-21	5	-18	27
CC(C)=CC(=O)Nc1ccc(S(=O)(=O)Nc2onc(C)c2C)cc1	-4	-10	-1	-2	-1.7	-1	-6	-2	8	20
Cc1c(C)c2c(OCC(=O)N3CCC(C(N)=O)CC3)cc3c(c2oc1=O)CCC(C)(C)O3	2	6	-6	3	-0.1	-262	-26	-1	18	22
COc1ccccc1N/C(=N/S(=O)(=O)c1ccc(Cl)cc1)c1ccccc1	-6	22	6	17	-0.4	1	-29	0	8	9
COc1ccccc1C1Nc2cccc3cccc(c23)N1	2	-9	-2	9	0.0	1	-24	5	-10	-4
O=C(Cn1c(=O)cnc2ccccc21)NCC(=O)Nc1ccc(F)c(F)c1	/	-6	0	10	0.1	2	/	/	-5	-1
CC(=O)N(Cc1cc(=O)[nH]c2ccccc12)c1ccc(C)cc1	-10	0	2	14	0.0	3	16	-1	11	16
CCN(CC)CCN1C(=O)C(=O)/C(=C(/O)c2ccccc2)C1c1ccccc1F (stereo not drawn)	-2	-21	-4	-1	-0.1	-2	-23	2	10	24
CCOC(=O)c1ccc(NC(=O)CSc2nc(C)cc(=O)[nH]2)cc1	2	-7	-2	13	-25	0	1	0	-3	29
CCCCCn1c(CNC(C)=O)nc2ccccc21	5	2	-7	0	-0.2	5	-9	0	2	22
CCn1c(SCc2ccc(Cl)cc2Cl)nc2nc3c(cc2c1=O)CCCC3	-1	11	-12	-10	-0.3	1	-10	-1	21	/
COc1ccc(S(=O)(=O)N2CCCCCC2)cc1C(=O)N(C)CCOc1ccc(Cl)cc1	/	11	16	29	-1.0	7	/	/	20	3
Cc1ccc(C(=O)N/C(=C/c2ccc(-c3cccc([N+](=O)[O-])c3)o2)C(=O)NC(C)C)cc1	3	-2	-2	11	-0.5	1	-3	2	22	14

Whole records, looked up by structure. Order of screens: IEC-6 cytotox	Platelet DG rel	HSF1 inhib	HSF1 activator	HIF act	HDAC3 inh	KLF5 inhibitor	HSP90 inh	aSyn UTR inh	AI-2 QS modul
Profile of CC(C)=CC(=O)Nc1ccc(S(=O)(=O)Nc2onc(C)c2C)cc1 → -4	-10	-1	-2	-1.7	-1	-6	-2	8	20
Profile of COc1ccc(S(=O)(=O)N2CCCCCC2)cc1C(=O)N(C)CCOc1ccc(Cl)cc1 → /	11	16	29	-1.0	7	/	/	20	3

New compounds follow
SMILES	IEC-6 cytotox	Platelet DG rel	HSF1 inhib	HSF1 activator	HIF act	HDAC3 inh	KLF5 inhibitor	HSP90 inh	aSyn UTR inh	AI-2 QS modul
O=C(CN1CCOCC1)Nc1ccccc1C(=O)Nc1ccccc1	0	2	-2	4	0.3	0	-23	-4	16	14
CC(C)CNC(=O)COCc1cc(-c2ccc3c(c2)OCO3)on1	-4	-2	11	20	2.2	10	-56	-2	-77	18
O=C(c1ccc(Cl)cc1Cl)N1CCC(C(=O)N2CCOCC2)CC1	0	-19	0	-6	1.0	-2	-16	1	12	28
Cc1cccc(Cc2ccc(Cl)nn2)c1	-2	3	-7	2	-0.4	-4	-1	0	24	-8
CCOC(=O)c1ccc(NC(=S)Nc2ccc(C)cc2)cc1	3	0	-14	-30	0.7	2	7	1	-145	5
Cc1cc2nc(-c3cccc(NC(=O)c4ccc(Br)o4)c3)oc2cc1C	-3	0	0	13	0.6	-10	-13	3	-77	2
CCOC(=O)c1cn(CC)c2cc(N3CCOCC3)c(F)cc2c1=O	2	4	-3	-24	-0.2	-2	-17	0	9	29
O=C(NN=C1CCCCCC1)NC1CCCCC1	5	-10	-8	17	-0.3	-8	-25	8	5	5
CCSc1nnc(NC(=O)NC(CC)(C(F)(F)F)C(F)(F)F)s1	-1	-2	0	15	0.0	17	-15	-1	13	16
CC(=O)N1CC(c2ccccc2)C(c2ccc(Cl)cc2)=N1 (stereo not drawn)	0	0	10	46	-0.2	-2	-26	2	-3	3
COc1ccc(C2C(C#N)=C(/N=C/N3CCOCC3)OC3=C2C(=O)CC(C)(C)C3)cc1OC (stereo not drawn)	1	-15	-7	-9	-0.6	1	12	-2	0	8
O=C(OCc1ccccc1)c1cnc(Cl)c(Cl)c1	1	1	6	2	0.2	1	-7	1	6	-2
CC(=O)N1N=C(c2cccs2)CC1c1cc2cc(C)ccc2nc1Cl (stereo not drawn)	2	0	-3	4	-0.5	-1	8	3	11	4
CC1=C(c2ccccc2)[N+](=O)C2(CCCC2)N1[O-]	-2	0	2	30	0.5	8	9	7	6	1
CC1CCCC(NC(=O)CSc2nnnn2C)C1C (stereo not drawn)	1	7	-1	4	-0.1	-5	-2	0	16	37
CC(=O)Nc1ccc(N2C(=O)CSC2c2ccc([N+](=O)[O-])cc2)cc1 (stereo not drawn)	-9	-3	-41	-51	-0.4	3	-63	8	-4	22
Cc1ccc(-c2nc(CN(C)Cc3ccc4nccnc4c3)c(C)o2)s1	0	-1	-9	-5	0.3	2	-24	-2	19	20
CC(CO)NCC12CC3CC(CC(C3)C1)C2 (stereo not drawn)	1	-2	-6	-1	-0.3	5	16	1	-12	21
COc1cc([N+](=O)[O-])ccc1-c1ccc(/C=N/NC(N)=O)o1	4	5	-3	-6	-0.1	0	0	8	8	6
O=C(NCc1ccccn1)c1cc(-c2ccc(Cl)cc2)nc2ccccc12	-3	6	8	-1	-0.3	-3	-6	-6	-49	7
CCc1ccc(OCC(=O)N/N=C/c2cc([N+](=O)[O-])ccc2N2CCCCCC2)cc1	-1	-5	8	-1	1.1	4	-32	4	9	28
CCOC(=O)C1CCCN(C(=S)Nc2ccc(OC)cc2)C1 (stereo not drawn)	4	-5	1	21	0.7	-6	5	5	11	19
O=C1N(CN2CCN(c3cccc(Cl)c3)CC2)c2ccccc2C12OCCCO2	0	-5	-7	-20	-0.5	-3	-25	7	12	23
O=S(=O)(c1cccs1)N1CCN(c2ccccc2)CC1	3	0	-4	-10	-0.5	5	-12	6	21	21
Cc1ccccc1NC(=O)C(=O)c1cn(C)c2ccccc12	-1	-4	10	17	1.2	-7	1	-3	-133	?
(cont.)
SMILES	IEC-6 cytotox	Platelet DG rel	HSF1 inhib	HSF1 activator	HIF act	HDAC3 inh	KLF5 inhibitor	HSP90 inh	aSyn UTR inh	AI-2 QS modul
S=C1Nc2cc(Cl)ccc2Sc2ccccc21	4	7	0	2	1.0	5	-11	0	7	11
CCN(CC(=O)NCc1cccs1)C(=O)/C=C/c1cccc(Br)c1	/	1	5	8	-0.2	5	/	/	4	15
COc1ccc(C)cc1NC(=O)c1ccc2c(SCC(=O)O)c3c(nc2c1)CCCC3	-4	4	-2	-6	-1.6	-13	-23	-2	-9	19
COc1ccc(N)c2c1C(=O)c1ccccc1C2=O	9	10	31	54*	1.7	1	-37	-1	-51	11
CCn1c(C)[n+](Cc2ccccc2)c2ccc(Cl)cc21	-2	0	-1	13	-0.8	5	-5	0	-4	15
Cc1cccc(NC(=O)c2ccccn2)c1C	-8	2	8	21	3.9	0	-62	-3	-112	16

In the list so far, these contain an aryl thioether with sulfur outside any ring.
SMILES	IEC-6 cytotox	Platelet DG rel	HSF1 inhib	HSF1 activator	HIF act	HDAC3 inh	KLF5 inhibitor	HSP90 inh	aSyn UTR inh	AI-2 QS modul
CN(C(=O)CSc1nc(N)nn1-c1ccccc1)c1ccccc1	-2	-8	0	-3	0.0	-6	-30	-2	9	14
Cc1nnc(NC(=O)CSc2nc3ccccc3[nH]2)s1	-2	-3	-7	-6	-0.1	-5	-28	-3	11	39
CCn1c(CNC(=O)c2ccco2)nnc1SCCOc1ccccc1	-5	10	-13	5	-1.0	10	-10	1	16	/
CCOC(=O)c1ccc(NC(=O)CSc2nc(C)cc(=O)[nH]2)cc1	2	-7	-2	13	-25	0	1	0	-3	29
CCn1c(SCc2ccc(Cl)cc2Cl)nc2nc3c(cc2c1=O)CCCC3	-1	11	-12	-10	-0.3	1	-10	-1	21	/
CCSc1nnc(NC(=O)NC(CC)(C(F)(F)F)C(F)(F)F)s1	-1	-2	0	15	0.0	17	-15	-1	13	16
CC1CCCC(NC(=O)CSc2nnnn2C)C1C (stereo not drawn)	1	7	-1	4	-0.1	-5	-2	0	16	37
COc1ccc(C)cc1NC(=O)c1ccc2c(SCC(=O)O)c3c(nc2c1)CCCC3	-4	4	-2	-6	-1.6	-13	-23	-2	-9	19
